IDE cell inh: inhibits human insulin-degrading enzyme in HEK cells | actives 0.41% (n = 320,000) | FAbetaB cleavage, fluorescence polarization | inhibition, % at 5.59 µM | P14735;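 active = percent inhibition above the average of all tested compounds plus 3 SD, set per screening campaign, cut at about 16% in these data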;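 note: IDE supplied by intact live HEK cells; FP after avidin binding of uncleaved biotin substrate so inhibition keeps polarization high; 0% = DMSO wells and 100% = 60 µM reference IDE inhibitor Ii1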
VIM-2 inh: blocks Pseudomonas aeruginosa VIM-2 metallo-beta-lactamase; purified VIM-2, nitrocefin hydrolysis, epi-absorbance fluorescence; inhibition, % at 5.6 µM; actives 0.89% (n = 290,000);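 active = inhibition above the mean of all tested compounds plus 3 SD, cutoff set per screening run, cut at about 7.5% in these data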;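 note: red hydrolysis product quenches plate fluorescence so inhibitors raise well fluorescence; 0% = enzyme with DMSO and 100% = DMSO without enzyme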
GalR3 antag: human GalR3 antagonism. O60755. HEK293 GalR3-CNG cAMP membrane potential fluorescence; galR3 body fused to GalR1 C-terminus. inhibition, % at 3 µM. actives 0.44% (n = 360,000). AID 651719;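 active = inhibition above the screen-wide average plus 3 SD, cut at about 13% in these data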;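 note: forskolin and galanin both at EC90 stimulate the cells; cAMP rise reported by CNG channel membrane potential dye signal; 0% = forskolin plus galanin with DMSO and 100% = forskolin alone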
Target sequence (O60755 1-299 limits assumed): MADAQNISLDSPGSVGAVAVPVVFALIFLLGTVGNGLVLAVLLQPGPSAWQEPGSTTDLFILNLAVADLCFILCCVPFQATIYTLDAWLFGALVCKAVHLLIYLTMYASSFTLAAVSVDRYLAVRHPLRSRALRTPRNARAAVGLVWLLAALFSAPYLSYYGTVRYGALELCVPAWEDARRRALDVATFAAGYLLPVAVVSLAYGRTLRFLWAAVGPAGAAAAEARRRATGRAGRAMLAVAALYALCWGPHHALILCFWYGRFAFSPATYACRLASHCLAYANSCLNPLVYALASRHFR
IMP-1 inh: inhibitors of Pseudomonas aeruginosa IMP-1 metallo-beta-lactamase; AID 1556; actives 0.45% (n = 290,000); inhibition, % at 5.6 µM; purified IMP-1, nitrocefin hydrolysis, epi-absorbance fluorescence;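 active = inhibition above the mean plus 3 SD of all compounds in the same screening run, cut at about 4.5% in these data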;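 note: 0% = IMP-1 with DMSO and 100% = DMSO wells lacking enzyme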
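Material – recombinant IMP-1 enzyme, purified · Amount – IMP-1 0.2 nM before substrate addition · Medium – HEPES buffer pH 7.1 with ZnSO4 and Brij 35 · Timing – 25 °C, 15 min preincubation, 25 min reaction · Measured by – plate fluorescence quenching by hydrolysis product, ex 480/em 530 nm · Read-out – percent enzyme inhibition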
NS3 helicase inh: inhibitors of Hepatitis C virus NS3 helicase; NS3 helicase DNA unwinding, Cy5 molecular beacon fluorescence; inhibition, % at 10.9 µM; actives 0.56% (n = 290,000); AID 1800;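 active = inhibition above the mean of all tested compounds plus 3 SD, set per campaign, cut at about 35% in these data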;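 note: 0% = DMSO wells and 100% = thioflavine S control wells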
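Material: hepatitis C virus NS3 helicase domain fragment enzyme; measured by: Cy5 fluorescence, 0 and 60 min reads; control set: DMSO and thioflavine S; incubation: 60 min unwinding reaction at 25 °C after ATP addition; read-out basis: % inhibition from 60/0 min fluorescence ratio, DMSO 0%, thioflavine S 100%; repeats: singlicate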
SUMO HTRF inh: SUMOylation inhibition; AID 2006; actives 0.36% (n = 290,000); P63279; inhibition, % at 35 µM; HTRF SUMOylation assay, SAE1/SAE2 + UBC9, in vitro; in the data active = inhibition above about 50%, passing the limit was not always enough; note: strong numbers were not always called active
Target sequence (P63279 whole entry, looked up): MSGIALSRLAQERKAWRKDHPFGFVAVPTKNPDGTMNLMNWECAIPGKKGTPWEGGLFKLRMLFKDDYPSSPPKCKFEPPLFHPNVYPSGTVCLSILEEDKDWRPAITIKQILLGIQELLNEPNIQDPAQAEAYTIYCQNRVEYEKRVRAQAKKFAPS
pCIP destab: p/CIP protein destabilization | Q05BA5 | F442A p/CIP-EGFP cells, EGFP fluorescence, 16 h | decrease of EGFP signal, % at 10 µM | actives 0.01% (n = 290,000) | AID 1984;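 active = EGFP signal decrease of at least 30% at 10 µM or well 3 SD below plate mean, unless failing retest; inactive = the rest, including hits failing retest or dose response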; note: some compounds called inactive have numbers as strong as hits; many of its hits are not listed in these tables
CRFBP-R2 block: CRF-BP/CRF-R2 complex antagonism | HEK293 CRF-R2/CRF-BP, CRF-induced calcium fluorescence | inhibition, % at 11.8 µM | actives 0.59% (n = 350,000) | AID 588475;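 active = inhibition of the ligand-induced calcium signal above about 50% at the single tested concentration, limit read from the data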
IDE act: boosts human insulin-degrading enzyme activity in HEK cells | P14735 | FAbeta-B cleavage, fluorescence polarization; 0% vehicle, 100% cell-free pure enzyme wells | activation, % at 5.96 µM | actives 0.073% (n = 340,000);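 active = activation above the mean of all tested compounds plus 3 SD, set per screening campaign, cut at about 17% in these data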
Starred values were filed as active, the others as inactive; . = no result given.

nr	molecule	IDE cell inh	VIM-2 inh	GalR3 antag	IMP-1 inh	NS3 helicase inh	SUMO HTRF inh	pCIP destab	CRFBP-R2 block	IDE act
1	COC(=O)c1cc(OC)c(OC)cc1NC(=O)c1cccc(C)c1	2	-2.4	-3	-3.5	-4	29	1	-5	2
2	Cc1cc(NS(=O)(=O)c2ccc(NC(=O)c3cc4cc(Br)ccc4oc3=O)cc2)no1	2	-1.1	2	-1.6	10	6	-5	2	-4
3	CCCCN(C)CCCNC(=O)c1ccc(N2CCCC2=O)cc1	1	-2.2	-8	-0.1	0	19	-20	-5	0
4	CC(C)CCOP(=O)(c1ccc(N(C)C)cc1)C(O)c1ccc(C(C)C)cc1 (stereo not drawn)	3	-1.7	-8	-3.5	-4	-8	1	10	2
5	CC1(C)CC(=O)C2=C(C1)Nc1ccccc1NC2c1ccc([N+](=O)[O-])cc1 (stereo not drawn)	-4	.	-5	.	.	.	.	-22	3
6	CC(CNC(=O)CCc1nnc2ccc(N3CCC4(CC3)OCCO4)nn12)c1ccccc1 (stereo not drawn)	2	1.2	-9	-0.4	-5	.	-5	5	4
7	CC1(C)CC(C)(O)N(Cc2ccccc2)C(=S)N1 (stereo not drawn)	1	-1.2	-5	-5.5	2	-7	0	5	-2
8	O=[N+]([O-])c1ccccc1N(CC1CO1)S(=O)(=O)c1ccccc1 (stereo not drawn)	2	-1.8	-1	-2.4	5	-3	-7	14	-7
9	COc1ccc(CNC(=O)CCS(=O)(=O)c2ccc3c(c2)NC(=O)C(C)S3)cc1 (stereo not drawn)	3	-2.3	-2	-1.5	13	0	-13	-25	0
10	COc1ccccc1C(=O)Nc1cc(Cl)ccc1O	11	1.3	-1	0.0	3	18	5	14	2
11	CCC(O)C1CCN(Cc2cn(Cc3ccccc3)nc2-c2cc3ccccc3o2)CC1 (stereo not drawn)	-1	-0.7	-7	0.1	-71	-6	-7	-23	3
12	CCCc1[nH]n(-c2ccc([N+](=O)[O-])cc2)c(=O)c1C=NCCc1c[nH]c2ccccc12	-6	-2.1	5	-2.3	4	-8	-4	11	3

(cont.)
nr	molecule	IDE cell inh	VIM-2 inh	GalR3 antag	IMP-1 inh	NS3 helicase inh	SUMO HTRF inh	pCIP destab	CRFBP-R2 block	IDE act
13	Cc1cc(OCC(O)CN2CCN(CCO)CC2)ccc1C(C)C (stereo not drawn)	-8	0.3	-3	-1.6	-14	6	3	-13	0
14	CC1CCCC(C)N1C(=O)Cc1ccccc1 (stereo not drawn)	-11	-2.3	-3	-1.3	3	16	-6	19	2
15	CCS(=O)(=O)N1CCN(S(=O)(=O)c2ccc(S(=O)(=O)NC3CC3)cc2)CC1	1	-0.9	-8	-2.8	5	5	4	6	3
16	COCCNC(=O)C1CC(=O)N(C2CCCC2)C1 (stereo not drawn)	-1	-0.7	-10	-3.2	15	14	-8	11	-7
17	Cc1cc(C)cc(CSc2nnc(C)c(=O)[nH]2)c1	5	-1.9	-2	-3.4	15	-8	-1	1	4
18	O=C(/C=C/Nc1ccccc1C(=O)O)c1cccs1	4	1.7	6	0.3	8	0	-6	15	-2
19	N/C(=N\OC(=O)c1ccc(Br)cc1)c1cccc([N+](=O)[O-])c1	2	-0.4	-12	-0.9	-8	-6	2	5	3
20	COc1ccc(N/C(C)=C2/C(=O)C(=O)N(CCO)C2c2ccc(Br)cc2)cc1 (stereo not drawn)	6	-2.4	-2	-1.8	0	21	-16	-11	0
21	Cc1ccccc1-c1nc(S(=O)(=O)c2ccc(Br)cc2)c(NCc2cccnc2)o1	4	-1.6	-4	0.7	6	1	2	11	-5
22	COc1ccc(CCn2c(C)cc(C(=O)CSc3nnnn3-c3ccccc3)c2C)cc1OC	0	-2.9	-2	-0.6	3	24	5	0	2
23	COC(=O)CSc1nnc([C@H](CC(C)C)NC(=O)OC(C)(C)C)o1	-2	-4.8	3	-4.8	3	8	-4	-3	0
24	CCOC(=O)c1c(CN2CCOCC2)n(-c2ccccc2)c2cc(Br)c(O)cc12	-3	-0.4	-4	-1.6	-24	-10	6	-3	1

5 entries out of the list, arranged by formula weight, smallest number first.
nr	molecule	IDE cell inh	VIM-2 inh	GalR3 antag	IMP-1 inh	NS3 helicase inh	SUMO HTRF inh	pCIP destab	CRFBP-R2 block	IDE act
17	Cc1cc(C)cc(CSc2nnc(C)c(=O)[nH]2)c1	5	-1.9	-2	-3.4	15	-8	-1	1	4
18	O=C(/C=C/Nc1ccccc1C(=O)O)c1cccs1	4	1.7	6	0.3	8	0	-6	15	-2
23	COC(=O)CSc1nnc([C@H](CC(C)C)NC(=O)OC(C)(C)C)o1	-2	-4.8	3	-4.8	3	8	-4	-3	0
19	N/C(=N\OC(=O)c1ccc(Br)cc1)c1cccc([N+](=O)[O-])c1	2	-0.4	-12	-0.9	-8	-6	2	5	3
22	COc1ccc(CCn2c(C)cc(C(=O)CSc3nnnn3-c3ccccc3)c2C)cc1OC	0	-2.9	-2	-0.6	3	24	5	0	2

Other structures follow.
nr	molecule	IDE cell inh	VIM-2 inh	GalR3 antag	IMP-1 inh	NS3 helicase inh	SUMO HTRF inh	pCIP destab	CRFBP-R2 block	IDE act
25	O=C(COc1ccccc1[N+](=O)[O-])Nc1ccc2oc(=O)ccc2c1	3	-2.1	3	-1.4	0	-11	0	-26	2
26	CCN(CC)C(=O)Cn1cc(C(=O)C(=O)NCCc2c[nH]c3ccccc23)c2ccccc21	3	2.0	-6	-1.5	-3	2	4	-12	2
27	COC(=O)CN1C(=S)N(c2ccc(F)cc2)C(=O)C1CC(=O)Nc1ccc(OC)cc1 (stereo not drawn)	7	1.5	0	-1.7	2	25	-11	8	-4
28	CCN1C(=O)C(CC(=O)Nc2ccc(OC)cc2)N(CCCN2CCN(c3ccc(F)cc3)CC2)C1=S (stereo not drawn)	3	-3.0	-6	-1.2	-79	2	4	-30	-2
29	CC1=C(C(=O)Nc2ccc(C(=O)NCCC(C)C)cc2)SCCO1	3	-0.9	-13	-1.4	-4	0	-2	8	-1
30	COc1ccccc1N1CCN(C(=O)CNC(=O)c2cn(-c3ccccc3OC)c(=O)c3ccccc23)CC1	-1	0.4	4	-1.4	-4	3	6	3	-3
31	Cc1nc(N2CCN(C)CC2)c2c3c(sc2n1)CCCC3	-6	2.2	-12	-2.8	4	5	-4	-19	-4
32	Cc1cccnc1NC1(C(F)(F)F)N=C2SCCN2C1=O (stereo not drawn)	-2	-0.8	-4	-2.0	15	17	-8	-1	1
33	Cc1ccc(-n2c(=S)[nH]c3c(oc4ccccc43)c2=O)cc1C	0	-2.4	-3	-3.2	-8	-11	7	12	-1
34	COc1ccccc1C(=O)NC(=O)CSc1nnc(C)s1	1	-2.6	-2	-0.1	5	6	-5	-8	6
35	COc1ccc(-c2nnc(SCCOc3cccc(C)c3)n2N)cc1	0	1.9	-5	-1.3	-3	3	-9	15	-3
36	CN(Cc1ccccc1)C(=O)Cn1cccc1C(=O)c1ccccc1	5	-4.6	-6	-4.7	0	16	10	0	-2

Reformatted: results already given.
entry | IDE cell inh | VIM-2 inh | GalR3 antag | IMP-1 inh | NS3 helicase inh | SUMO HTRF inh | pCIP destab | CRFBP-R2 block | IDE act | Compound
35 | 0 | 1.9 | -5 | -1.3 | -3 | 3 | -9 | 15 | -3 | COc1ccc(-c2nnc(SCCOc3cccc(C)c3)n2N)cc1
36 | 5 | -4.6 | -6 | -4.7 | 0 | 16 | 10 | 0 | -2 | CN(Cc1ccccc1)C(=O)Cn1cccc1C(=O)c1ccccc1

(continued)
nr	molecule	IDE cell inh	VIM-2 inh	GalR3 antag	IMP-1 inh	NS3 helicase inh	SUMO HTRF inh	pCIP destab	CRFBP-R2 block	IDE act
37	CC1CC(C)CN(C(=O)COc2cccnc2[N+](=O)[O-])C1 (stereo not drawn)	-1	.	-4	.	.	.	.	0	2
38	COc1cccc(C(=O)NCCNC(=O)c2ccccn2)c1	1	-3.5	2	-1.3	-1	15	-1	3	0
39	CCOC(=O)c1c(-c2ccccc2)csc1NC(=S)NC(=O)c1ccccc1	-2	0.2	-4	-1.3	10	4	-3	-19	3
40	Cc1c(Br)c([N+](=O)[O-])nn1CC(=O)Nc1ccc(C(C)C)cc1	-2	-1.1	-8	-1.4	-1	-6	-15	-7	-2
41	C/C(=N\NC(=O)c1cccc([N+](=O)[O-])c1)c1cccs1	6	-3.0	-6	-3.2	4	6	-8	11	2
42	CCCCNC(=O)Nc1cc(C)on1	3	-3.9	-3	-2.1	-6	0	0	7	6
43	COc1ccc(C(C#N)c2ccc(Cl)nn2)cc1 (stereo not drawn)	1	-2.4	-4	-2.6	1	1	2	15	.
44	CC1Sc2ccc(S(=O)(=O)CCC(=O)N3CCN(c4cccc(Cl)c4)CC3)cc2NC1=O (stereo not drawn)	3	0.0	-8	-2.7	-1	-8	-11	-8	2
45	Cc1noc(C)c1COC(=O)c1ccc(-c2nc3ccccc3s2)s1	3	-2.0	-3	0.7	0	-1	6	2	3
46	CC1CCCC(C)N1C(=O)COC(=O)/C=C/c1ccc(Br)o1 (stereo not drawn)	-3	.	-5	.	.	.	.	-7	-1
47	COc1ccc(Cl)cc1NC(=O)CN(C)C(=O)Cc1ccc2c(c1)CCC2	18*	-1.6	-4	-0.1	-24	8	-9	13	-8
48	CCOC(=O)CNc1nc(Cl)nc(Nc2ccc(Cl)cc2)n1	3	-4.2	-6	-3.9	6	2	-5	10	1

Additional structures follow:
nr	molecule	IDE cell inh	VIM-2 inh	GalR3 antag	IMP-1 inh	NS3 helicase inh	SUMO HTRF inh	pCIP destab	CRFBP-R2 block	IDE act
49	CC(C)n1cc(C(=O)N2CCCC(N3CCN(c4cccc(Cl)c4)CC3)C2)cn1 (stereo not drawn)	.	-3.5	0	-3.1	-3	5	-12	-6	2
50	CC(C)CC(=O)N1CCN(C(=O)c2ccc(F)cc2)CC1	4	-1.4	-2	-1.6	3	-2	0	2	2
51	Cc1cc2oc(=O)cc(CN3CCCCC3)c2cc1C	-1	2.5	-8	0.5	10	-1	1	12	3
52	COC(=O)c1ccccc1NC(=O)CN1C(=O)CSC1=O	-1	-3.0	-3	-3.1	5	19	-4	-18	5

Assay outcomes: PubChem BioAssay, several laboratories
